Screening results as filed in PubChem BioAssay.
M1 PAM – positive allosteric modulators of human M1 muscarinic receptor. 0.088% of 360,000 active. CHO-K1 hM1, Fluo-8 calcium fluorescence, ACh EC20; 0% = ACh EC20, 100% = maximal ACh. P11229. activation, % at 3 µM; in the data active = activation above about 19%, passing the limit was not always enough
Target sequence (P11229 whole entry, looked up): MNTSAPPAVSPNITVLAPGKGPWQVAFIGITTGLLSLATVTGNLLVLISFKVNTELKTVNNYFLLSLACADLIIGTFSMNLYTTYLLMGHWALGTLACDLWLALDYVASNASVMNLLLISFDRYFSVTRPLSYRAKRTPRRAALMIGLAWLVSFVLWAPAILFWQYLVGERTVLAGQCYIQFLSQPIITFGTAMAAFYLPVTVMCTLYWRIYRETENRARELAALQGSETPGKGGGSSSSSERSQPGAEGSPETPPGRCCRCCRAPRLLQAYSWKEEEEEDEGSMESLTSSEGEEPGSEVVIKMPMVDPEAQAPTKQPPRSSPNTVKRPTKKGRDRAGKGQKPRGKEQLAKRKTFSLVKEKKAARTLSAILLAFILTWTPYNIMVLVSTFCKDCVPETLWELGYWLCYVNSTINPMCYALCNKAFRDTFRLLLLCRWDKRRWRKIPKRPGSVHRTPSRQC
OXTR potentiator – human OXTR potentiation; P30559; CHO-OTR cells, Fluo-8 calcium fluorescence, potentiator mode; 0% = oxytocin EC15, 100% = EC100; activation, % at 3 µM; 0.061% of 320,000 active;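 active = activation above that plate's cutoff, the mean activation of tested compounds plus 3 SD, cut at about 6.6% in these data, passing the limit was not always enough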;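 note: 100% uses oxytocin at 75 nM as the full agonist control; some results filed as inactive read as strong as hits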
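Measured by – Fluo-8 calcium dye fluorescence · Test system – human OTR in CHO cells · Dosing – one concentration, 3.0 µM compound · Controls – EC15 oxytocin alone as 0%, 75 nM oxytocin as 100% · Evaluation – normalized max/min fluorescence ratio, % activation · Timing – 6 min pre-incubation, 100 s read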
CHRM4 antagonist – antagonists of human muscarinic M4 receptor (CHRM4); inhibition, % at 3 µM; 0.73% of 360,000 active; CHO-hM4 cells, ACh EC80, Fluo-8 calcium fluorescence; P08173;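 active = inhibition above its plate's cutoff, the mean inhibition of sample wells plus 3 SD, cut at about 27% in these data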;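 note: 0% = acetylcholine EC80 with DMSO and 100% = DMSO without agonist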
Target sequence (P08173 whole entry, looked up): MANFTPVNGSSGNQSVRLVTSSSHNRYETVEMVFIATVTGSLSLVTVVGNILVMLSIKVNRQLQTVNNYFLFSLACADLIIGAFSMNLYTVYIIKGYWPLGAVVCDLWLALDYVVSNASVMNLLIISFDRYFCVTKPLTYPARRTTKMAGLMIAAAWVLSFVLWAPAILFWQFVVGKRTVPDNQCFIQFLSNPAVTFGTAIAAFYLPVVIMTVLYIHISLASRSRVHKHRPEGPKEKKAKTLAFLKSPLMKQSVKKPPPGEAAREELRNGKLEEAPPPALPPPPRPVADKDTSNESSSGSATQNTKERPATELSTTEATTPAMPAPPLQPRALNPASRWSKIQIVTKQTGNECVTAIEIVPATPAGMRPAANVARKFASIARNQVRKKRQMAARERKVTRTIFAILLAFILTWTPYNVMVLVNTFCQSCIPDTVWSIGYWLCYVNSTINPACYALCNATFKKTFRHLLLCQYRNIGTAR
M1 ag parental – M1 agonist counterscreen hit in parental CHO-K1 cells; Fluo-8 calcium fluorescence; scaled to maximal ATP response, vehicle zero; activation, % at 3 µM; 0.48% of 360,000 active; AID 602248; in the data active = activation above about 15%;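 note: untransfected CHO-K1 host cells lacking M1 receptor as counterscreen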
CHRM4 agonist – CHRM4 agonism in calcium assay; P08173; CHO-K1 hM4/Gqi5, Fluo-8 calcium fluorescence; vehicle 0%, full acetylcholine response 100%; activation, % at 3 µM; 0.14% of 360,000 active; AID 624127;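 active = activation above the run mean over all test wells plus 3 SD, cut at about 32% in these data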;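 note: peak over basal fluorescence ratio per well then scaled between controls; 0% = DMSO wells and 100% = acetylcholine at EC100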
CHRM1 antagonist – blocks human M1 muscarinic receptor. P11229. CHO-K1 hM1, Fluo-8 calcium fluorescence, ACh EC80 antagonist. inhibition, % at 3 µM. 1.3% of 360,000 active. AID 588852;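 active = percent inhibition above its own plate's cutoff, namely the mean of that plate's compound wells plus 3 SD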;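 note: peak over basal fluorescence ratio during 140 s after agonist addition; 0% = ACh EC80 plus DMSO and 100% = DMSO alone without agonist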
CHO-K1 Ca antag – M1 antagonist counterscreen hit in parental CHO-K1 cells; ATP-induced calcium, Fluo-8 fluorescence; AID 602250; 0.6% of 360,000 active; inhibition, % at 3 µM;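 active = inhibition above a per-plate cutoff, the plate's mean sample inhibition plus 3 SD, cut at about 24% in these data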;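 note: 0% = DMSO plus EC80 ATP and 100% = DMSO alone without ATP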
CHO parental Ca – counter-screen: ATP calcium response change in parental CHO cells | 0.63% of 330,000 active | inhibition, % at 5.6 µM | AID 463079 | parental CHO-K1, ATP-induced calcium, Fluo-8 fluorescence;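 active = inhibition above that plate's mean sample inhibition plus 3 SD, cut at about 26% in these data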;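 note: 0% = ATP-challenged DMSO wells and 100% = DMSO wells without ATP; some compounds past the cut are filed as inactive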
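Test system: untransfected parental CHO cell line. Compound: one dose, 5.6 µM nominal. Detection: intracellular calcium via Fluo-8 no-wash fluorescent dye. Measure: % inhibition. Benchmarks: ATP-challenged DMSO wells low, unchallenged DMSO wells high.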
CHRM1 agonist – human M1 muscarinic receptor agonism | CHO-K1 hM1, Fluo-8 calcium fluorescence, agonist mode; 0% DMSO, 100% acetylcholine EC100 | activation, % at 3 µM | 0.33% of 360,000 active | AID 588814;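 active = activation above the run's mean compound activation plus 3 SD, cut at about 16% in these data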;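 note: peak over basal fluorescence ratio within a 140 s kinetic read after compound addition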
Numbers without * were called inactive; x = not tested or not shown. These rows are one share of the data; the hit share may differ from the screen's.

Structure	CHO parental Ca	CHRM1 antagonist	M1 ag parental	CHRM4 antagonist	OXTR potentiator	CHRM4 agonist	CHRM1 agonist	M1 PAM	CHO-K1 Ca antag
COC(=O)C1=C(c2cccc(C#N)c2)C[C@@H]2CC[C@H]1N2C(=O)N1CCC(O)CC1	-15	-7	1.0	-2	0	1	-3	16	-15
NC(N)=N/N=C/c1cn(-c2ccccc2)nc1-c1cccs1	-2	-5	7.0	-4	-5	1	-4	6	-2
CC[C@H]1OC(=O)C[C@@H](O)[C@H](C)[C@@H](O[C@@H]2O[C@H](C)[C@@H](O[C@H]3C[C@@](C)(O)[C@@H](O)[C@H](C)O3)[C@H](N(C)C)[C@H]2O)[C@@H](CC=O)C[C@@H](C)C(=O)/C=C/C(C)=C/[C@@H]1CO[C@@H]1O[C@H](C)[C@@H](O)[C@@H](OC)[C@H]1OC	x	-36	0.2	-7	x	1	0	4	-14
COc1cc(C(=S)N2CCOCC2)cc(OC)c1OC(=O)Cc1ccccc1	-3	-10	0.8	-8	-10	4	-4	8	-15
O=c1[nH]c(=O)n(CCc2ccc(F)cc2)c(O)c1C=NCCCn1ccnc1	-10	8	-0.3	-5	-6	1	-5	3	15
COC(=O)C1=C(c2ccccc2)C[C@@H]2CC[C@H]1N2C(=O)N1CCCCC1	-14	-1	0.8	-2	-1	0	-2	3	-8
O=[N+]([O-])c1cccc2c([N+](=O)[O-])cccc12	-10	-12	-0.3	-10	0	2	-2	15	-13
CCN(CC)C(=O)c1ccc(NC(=O)CNC(C)c2cccc3ccccc23)cc1 (configuration not stated)	-13	-3	5.8	-2	-11	5	-6	3	8
COc1ccccc1N1CCN(Cc2cc(C)c(C)cc2O)CC1	-18	-4	0.4	-11	-16	3	-5	-6	13
COc1ccc(CC(C)Nc2cccc(F)c2)cc1 (configuration not stated)	-6	0	0.9	6	-11	-1	-5	-2	-2
CC[C@H]1CN2CC[C@@]3(C(=O)Nc4ccccc43)[C@@H]2C[C@@H]1/C(=C\OC)C(=O)OC	-8	-14	-0.4	-12	0	0	2	15	4
COc1ccccc1OCCCn1cc(C=O)c2ccccc21	-17	-7	3.0	-7	-11	12	-4	12	-6
O=S(=O)(c1cccc(C(F)(F)F)c1)N1Cc2ccccc2-n2nncc2C1	x	21	2.0	0	x	6	1	-12	-12
O=c1c2ccccc2nc(-c2ccoc2)n1-c1ccccc1Cl	-21	18	0.3	7	-5	1	-6	-10	1
CC(C)(C)n1c(O)c(C=Nc2ccc3c(c2)CCC3)c(=O)[nH]c1=O	-5	-6	-0.4	-11	-17	2	0	4	-1
CSc1ccc(CN2CCN(C(=O)Cc3ccccc3)CC2)cc1	-9	-2	1.7	-11	-9	3	-6	-2	-12
Cc1ccc(-c2nc3ccccc3c(=O)n2-c2cccnc2)cc1	-20	3	3.2	7	-6	9	-2	0	6
CCC(=NC1CC1)c1c(O)n(C2CCCCC2)c(=O)[nH]c1=O	-22	0	0.8	8	-9	1	-5	2	-3
COc1c(C)cc(C(=O)C2CCCN(Cc3cccc(C)n3)C2)cc1C (configuration not stated)	-16	33*	1.2	-5	-5	2	-12	-30	-8
COC(=O)C1=C(c2ccc(-c3ccccc3)c(F)c2)C[C@@H]2CC[C@H]1N2C(=O)NC1CCCCC1	-20	2	0.1	-3	-4	0	-3	2	-11
COc1ccc(CC2(CCc3ccncc3)C(=O)NC(=O)NC2=O)c(OC)c1	-7	-5	0.0	-9	-9	-1	-2	6	-11
CC(C)=CCN1CC[C@@]2(C)c3cc(O)ccc3CC1C2C (some centres not stated)	-7	51	-0.6	34*	-1	1	-14	-32	6
c1csc(CN2CCNCC2)c1	1	-6	0.6	-13	-4	1	-2	6	-8
Cc1ccc(-c2nc(N(C)C3CCN(C)CC3)c3ccccc3n2)cc1	-10	-13	2.5	8	-3	3	-6	8	-6
Cc1nc2ccccc2c(=O)n1-c1ccc([N+](=O)[O-])cc1	-11	-20	3.7	5	-6	0	-4	7	-13
CNC(C)Cc1ccccc1Sc1ccc(O)cc1 (configuration not stated)	-6	14	1.9	6	-8	4	-3	-7	-7
CN(C)C(Cc1ccc(C#N)cc1)C(=O)c1ccccc1 (configuration not stated)	-12	-3	0.8	11	-10	0	-9	0	-7
OC12CCCCC1C(c1ccccc1)NCC2 (configuration not stated)	5	1	0.0	3	-6	1	-6	3	-14
Cc1nn(Cc2ccc(Cl)cc2Cl)c(Cl)c1C(=O)NC1CCCc2ccccc21 (configuration not stated)	-10	-1	1.0	4	-4	1	-8	1	-11
c1ccc(-n2ccnc2)cc1	-4	-25	0.4	2	0	0	-1	4	-3

Additional results:
Structure	CHO parental Ca	CHRM1 antagonist	M1 ag parental	CHRM4 antagonist	OXTR potentiator	CHRM4 agonist	CHRM1 agonist	M1 PAM	CHO-K1 Ca antag
COc1ccc(CCNCc2c(OC)ccc3ccccc23)cc1	-18	-14	3.2	3	-5	6	-3	13	-10
CNC(=O)Oc1ccc2ncccc2c1	0	-8	2.6	-6	-7	1	-1	10	3
CCc1c(C(=O)NN2C(=O)C3C4CCC(O4)C3C2=O)csc1C (configuration not stated)	-11	-5	0.4	2	5	1	-5	4	-4
COc1nc2ccccc2nc1N1CCN(C)CC1	x	9	4.0	8	x	15	11	-7	-13
CN1CCN(Cc2ccccc2Sc2ccccc2)CC1	-15	100*	2.5	95*	-4	7	-10	-22	-10
OCCOCC#CCN1CCOCC1	-3	-11	0.2	-7	-4	0	-2	7	-7
CCN(CC(=O)Nc1ccc(C#N)c(Cl)c1)CC(=O)NC(C)(C)C	-7	3	10	-15	-27	9	-2	-3	-14
CC(=O)NC(Cc1ccc(N(CCCl)CCCl)cc1)C(=O)NCC(=O)NCC(=O)O (configuration not stated)	-10	-9	0.6	-15	-10	2	-3	6	-17
CCOC(=O)N(CC)c1ccc(C(O)(C(=O)OC)C(F)(F)F)cc1 (configuration not stated)	2	-9	0.0	15	0	2	-4	12	-4
O=C1NCN(c2ccccc2)C12CCN(C(c1ccnc3ccccc13)c1nnnn1Cc1ccccc1)CC2 (configuration not stated)	x	4	3.7	14	x	12	-1	-12	7
COc1ccc(C(=O)OC2CC3CCC(C2)[N+]3(C)[O-])cc1OC (configuration not stated)	4	-10	0.8	-16	-3	0	-3	12	-8
O=S1(=O)N(Cc2ccc(F)cc2)CCCN1Cc1ccccc1Cl	12	2	-0.5	12	-6	-1	-4	-4	17
CCOP(=O)(OCC)c1cccc(O)c1	-2	-1	0.7	-2	6	1	-4	2	0
CC1=CC(=O)NP(=O)(Oc2ccc3ccccc3c2)N1 (configuration not stated)	-2	-12	0.7	5	-8	1	-2	7	-6
O=C(O)c1ccc(NC(=O)N2C[C@H]3C[C@@H](C2)c2cccc(=O)n2C3)cc1	-11	-5	0.1	-9	0	1	-4	4	6
O=C(c1c[nH]c2ccc(S(=O)(=O)N3CCOCC3)cc2c1=O)N1CCC2(CC1)OCCO2	-3	4	0.2	4	-6	1	-3	2	-13
O=c1cccc2n1CC1CC2CN(S(=O)(=O)c2cc(Cl)ccc2Cl)C1 (configuration not stated)	-6	-12	1.6	-1	-3	1	-3	7	-4
Cc1ccc2c(c1)CC1(CN2C)C(=O)NC(=O)N(C(C)C)C1=O (configuration not stated)	-10	-11	0.1	-4	-12	2	-3	6	-15
CSCCC(c1nnnn1Cc1ccccc1)N1CCC(n2c(=O)[nH]c3ccccc32)CC1 (configuration not stated)	x	-13	7.1	23	x	23	-2	-3	-5
Cn1c(C(=O)N2CCC3(CC2)OCCO3)cc2c(=O)n(C)c3ccccc3c21	2	-4	0.7	-1	-8	3	-3	2	9
COc1cc2c(cc1OC)C13CCN4CC5=CCOC(CC(=O)O)C(C5CC41)C3N2 (configuration not stated)	x	-23	1.4	3	x	0	2	11	-13
C[C@@H]1CN([C@@H](C)CO)C(=O)CCCn2nncc2CO[C@@H]1CN(C)C(=O)Oc1ccccc1	x	0	0.4	-4	x	0	-4	2	-5
Cc1ccc(-c2nn(Cc3ccccc3)cc2C=O)cc1	-9	4	0.6	-4	1	2	-6	-2	-1
CC1=NN(c2ccccc2)C(=O)C1/C=C1\C(=O)NC(=O)N(c2ccc(C)c(C)c2)C1=O (configuration not stated)	-19	-26	0.5	-4	3	2	-1	0	-2
O=C(NC1CC1)c1cn(Cc2ccccc2)nc1-c1ccccc1	x	-9	0.5	-10	x	0	-2	5	-10
C=C1C(C)C2C(Cc3ccccc3)NC(=O)C23OC(=O)/C=C/C(O)CCCC(C)C/C=C/C3C1O (configuration not stated)	x	28	6.1	10	x	17	1	-14	-6
O=C1NC(=O)N(Cc2ccc(F)cc2)C(=O)/C1=C\C=C\c1ccco1	2	11	4.3	17	-9	7	1	-1	-4
CCCCOC(=O)c1ccccc1C(=O)OCCCC	-17	9	0.1	-4	5	-1	-4	-3	-7
O=C1/C(=C/c2cccc([N+](=O)[O-])c2)N2CCC1CC2	-5	-9	1.4	-4	-3	2	-6	6	-1
COC1=CC23CCCN2CCc2cc4c(cc2C3C1O)OCO4 (configuration not stated)	x	-7	0.2	-11	x	0	-2	0	0

Later entries.
Structure	CHO parental Ca	CHRM1 antagonist	M1 ag parental	CHRM4 antagonist	OXTR potentiator	CHRM4 agonist	CHRM1 agonist	M1 PAM	CHO-K1 Ca antag
CCN(CCNc1ccc([N+](=O)[O-])c2cccnc12)S(=O)(=O)c1ccccc1	-4	-2	0.0	-5	-9	0	-3	7	-8
COc1cc(/C=C2/C(=O)NC(=O)N(c3ccccc3)C2=O)ccc1O	-3	0	0.3	11	-2	0	-2	2	3
COc1ccccc1N1CCN(C(CNC(=O)Oc2ccccc2)c2cccnc2)CC1 (configuration not stated)	-9	-20	1.1	-9	-7	0	-5	14	-5
Cc1ccc(-n2c(O)c(C=NCCN3CCOCC3)c(=O)[nH]c2=O)cc1	-2	-13	0.0	-5	0	1	-2	10	8
CCOP(=O)(OCC)c1cccc(OP(=O)(c2cccc([N+](=O)[O-])c2)c2cccc([N+](=O)[O-])c2)c1	-6	-10	0.2	-4	1	1	-5	13	4
C#CC1(OC(=O)c2ccccc2)CC(C)N(C)CC1C (configuration not stated)	x	27	0.0	12	x	0	-8	-21	-1
O=C1NC(=O)C2(Cc3cc([N+](=O)[O-])ccc3N3CCN(C(=O)c4ccccc4)CC32)C(=O)N1 (configuration not stated)	5	-7	0.3	0	-9	1	-3	2	-15

Of the compounds above, these contain a furan ring, fused or not.
Structure	CHO parental Ca	CHRM1 antagonist	M1 ag parental	CHRM4 antagonist	OXTR potentiator	CHRM4 agonist	CHRM1 agonist	M1 PAM	CHO-K1 Ca antag
O=c1c2ccccc2nc(-c2ccoc2)n1-c1ccccc1Cl	-21	18	0.3	7	-5	1	-6	-10	1
O=C1NC(=O)N(Cc2ccc(F)cc2)C(=O)/C1=C\C=C\c1ccco1	2	11	4.3	17	-9	7	1	-1	-4
